SENP7 inh = SENP7 protease inhibition | actives 1.5% (n = 330,000) | inhibition, % at 5 µM | recombinant SENP7, Z-RLRGG-aminoluciferin luminescence, 40 min | AID 434973;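 active = inhibition above about 50% at the single test dose, limit read from the data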;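 note: plate controls were DMSO with enzyme for no effect and no enzyme buffer wells for full effect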
Target sequence (Q9BQF6 706-1050 limits assumed): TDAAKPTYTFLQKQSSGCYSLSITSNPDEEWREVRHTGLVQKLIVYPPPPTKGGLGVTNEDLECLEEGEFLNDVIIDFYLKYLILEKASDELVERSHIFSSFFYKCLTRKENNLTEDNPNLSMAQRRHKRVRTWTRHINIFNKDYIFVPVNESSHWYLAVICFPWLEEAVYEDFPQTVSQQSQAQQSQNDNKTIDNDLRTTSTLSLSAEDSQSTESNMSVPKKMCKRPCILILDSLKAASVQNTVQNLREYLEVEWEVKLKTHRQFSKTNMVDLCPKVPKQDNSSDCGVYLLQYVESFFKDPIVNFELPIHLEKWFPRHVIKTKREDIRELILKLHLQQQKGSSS
UBC13 polyUb = inhibitors of human UBC13 polyubiquitin chain formation; P61088; TR-FRET; inhibition, % at 20 µM; actives 0.47% (n = 330,000); AID 485273; in the data active = inhibition above about 45%, passing the limit was not always enough
Target sequence (P61088 whole entry, looked up): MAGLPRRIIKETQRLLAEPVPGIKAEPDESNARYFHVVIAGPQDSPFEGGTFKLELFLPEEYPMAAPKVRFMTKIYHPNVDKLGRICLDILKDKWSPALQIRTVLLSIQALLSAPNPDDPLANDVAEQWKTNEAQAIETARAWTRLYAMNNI
697 NFkB inh = lowers PMA/ionomycin-induced NF-kB signal in 697 B cells | 697 B-cell NF-kB luciferase reporter, 16 h | inhibition, % at 4 µM | actives 0.33% (n = 330,000) | AID 435022; in the data active = inhibition above about 35%
HKDC1 inhibitor = blocks human hexokinase HKDC1 activity. actives 0.16% (n = 340,000). inhibition, % at 20 µM. recombinant HKDC1, G6PDH/diaphorase resazurin coupled fluorescence. Q2TB90. AID 493160;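 active = inhibition above about 35% when tested at 20 µM, limit read from the data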;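 note: plate controls were DMSO wells with enzyme for no effect and DMSO wells lacking enzyme for full effect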
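Assay system: recombinant HKDC1 hexokinase; detection: coupled resazurin fluorescence, excitation 525 nm, emission 613 nm; benchmarks: DMSO-plus-enzyme-mix negative control, buffer-substituted positive control; compound dosing: single 20 µM dose; schedule: 90 min at room temperature in dark; also added: glucose plus 1 mM ATP as hexokinase substrates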
Jurkat NFkB inh = lowers PMA/ionomycin-induced NF-kB signal in Jurkat cells | PMA/ionomycin-induced NF-kB luciferase reporter, luminescence | inhibition, % at 4 µM | actives 0.53% (n = 330,000) | AID 435003
Gli-Sufu antag = antagonists of Gli-Sufu signaling; inhibition, % at 5 µM; Sufu-KO-LIGHT fibroblasts, Gli luciferase reporter luminescence; actives 0.74% (n = 340,000); AID 588413;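 active = inhibition above about 55%, limit read from the data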;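 note: 0% = DMSO-treated cells and 100% = wells with medium but no cells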
Apaf1 inhib = inhibitors of human Apaf-1 apoptosome | O14727 | reconstituted apoptosome caspase-3 activity, DEVD-Rh110 fluorescence | inhibition, % at 20 µM | actives 0.71% (n = 330,000); active = inhibition of at least 40% at 20 µM;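 note: plate controls were DMSO wells for no effect and DEVD-CHO caspase inhibitor wells for full effect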
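Material: biochemical Apaf-1 apoptosome reconstitution. Medium: Hepes buffer, pH 7.5. Also added: cytochrome c activation, bis-DEVD rhodamine 110 substrate. Timing: 30 min compound preincubation, 50 min activation, room temperature. Measured by: rhodamine 110 fluorescence at Ex 480/Em 540 nm.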
SENP8 inh = SENP8 protease inhibition | purified SENP8, Z-RLRGG-aminoluciferin cleavage, luminescence | inhibition, % at 10 µM | actives 1.2% (n = 330,000)
Target sequence (Q96LD8 whole entry, looked up): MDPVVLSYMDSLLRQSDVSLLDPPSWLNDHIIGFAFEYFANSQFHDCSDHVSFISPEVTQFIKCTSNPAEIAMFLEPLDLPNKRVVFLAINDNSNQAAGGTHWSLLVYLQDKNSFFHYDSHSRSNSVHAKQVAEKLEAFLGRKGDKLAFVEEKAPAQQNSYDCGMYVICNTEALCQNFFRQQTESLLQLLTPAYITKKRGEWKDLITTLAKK
Active calls of the source: *. Cut-off read from the data, not from the text of the source, unless noted: active = inhibition above about 50%; inactive = the rest.

Cc1cc(=O)oc2c(C)c(OC(C)C(=O)NC(Cc3c[nH]c4ccc(O)cc34)C(=O)O)ccc12 (configuration not stated) was read as SENP7 inh 2, UBC13 polyUb -7, 697 NFkB inh 13, HKDC1 inhibitor 2, Jurkat NFkB inh -2, Gli-Sufu antag -1, Apaf1 inhib -2 and SENP8 inh 1.
`CC(C)C(=O)N[C@@H]1c2ccccc2CC[C@@H]1OCc1ccccc1` gave SENP7 inh 0, 697 NFkB inh 4, HKDC1 inhibitor -3, Gli-Sufu antag -1 and Apaf1 inhib 14.
Cc1ccc(COC(=O)CN2C(=O)NC3(CCCCC3C)C2=O)cc1 (configuration not stated) was read as SENP7 inh 1, UBC13 polyUb -2, 697 NFkB inh 7, HKDC1 inhibitor 4, Jurkat NFkB inh -7, Gli-Sufu antag 6, Apaf1 inhib 4 and SENP8 inh 0.
For CC(=O)C1=C(C)N(CC2CC2)C(=O)N[C@H]1c1cccs1 the results were SENP7 inh 10, UBC13 polyUb -10, 697 NFkB inh 9, HKDC1 inhibitor 0, Jurkat NFkB inh 16, Gli-Sufu antag -3, Apaf1 inhib 1 and SENP8 inh -2.
Screening COC(=O)c1ccc(C2N=C(c3cccs3)CC(c3ccccc3O)N2)cc1 (configuration not stated) returned SENP7 inh -5, UBC13 polyUb -1, 697 NFkB inh -28, HKDC1 inhibitor -6, Jurkat NFkB inh -18, Gli-Sufu antag 1, Apaf1 inhib 0 and SENP8 inh -4.
CCc1ccc(N2C(=O)c3cc(N4CCOCC4)c([N+](=O)[O-])cc3C2=O)cc1 was read as SENP7 inh 2, UBC13 polyUb -28, 697 NFkB inh -10, Jurkat NFkB inh 7, Apaf1 inhib 10 and SENP8 inh -5.
Screening CCC(C)[C@H](NC(=O)Nc1ccc(S(N)(=O)=O)cc1)C(=O)OC (some centres not stated) returned SENP7 inh 0, UBC13 polyUb 9, 697 NFkB inh 20, HKDC1 inhibitor -4, Jurkat NFkB inh 10, Gli-Sufu antag -7, Apaf1 inhib -28 and SENP8 inh 0.
Screening Cc1c(NC(=O)Nc2ccccc2)cccc1[N+](=O)[O-] returned SENP7 inh -11, UBC13 polyUb 3, 697 NFkB inh -30, HKDC1 inhibitor -4, Jurkat NFkB inh -15, Gli-Sufu antag 0, Apaf1 inhib 7 and SENP8 inh -9.
Screening Cc1ccc(SCC(=O)OC(C)C(=O)NC2(C#N)CCCCC2)cc1 (configuration not stated) returned SENP7 inh -7, UBC13 polyUb -6, 697 NFkB inh -6, HKDC1 inhibitor -4, Jurkat NFkB inh 1, Gli-Sufu antag -3, Apaf1 inhib 3 and SENP8 inh -2.
`COc1cccc(C(=O)NCCS(=O)(=O)NCCCc2ccccc2)c1` gave SENP7 inh 1, UBC13 polyUb 6, 697 NFkB inh -2, HKDC1 inhibitor 11, Jurkat NFkB inh 19, Gli-Sufu antag -3, Apaf1 inhib 14 and SENP8 inh -3.
O=C(c1ccc(-c2cc3ccccc3oc2=O)cc1)N1CCN(c2ccc(Cl)cc2[N+](=O)[O-])CC1 was read as SENP7 inh 0, UBC13 polyUb -19, 697 NFkB inh -37, HKDC1 inhibitor -10, Jurkat NFkB inh 12, Gli-Sufu antag 16, Apaf1 inhib 9 and SENP8 inh -8.
Screening COc1ccccc1NS(=O)(=O)c1cccc(C(=O)NN=C2CCCC2)c1 returned SENP7 inh -10, UBC13 polyUb 10, 697 NFkB inh 4, HKDC1 inhibitor 2, Jurkat NFkB inh 5, Gli-Sufu antag 19, Apaf1 inhib 1 and SENP8 inh -6.

Overlap with the part before: 2 entries; new compounds follow.
O=C(c1ccc(-c2cc3ccccc3oc2=O)cc1)N1CCN(c2ccc(Cl)cc2[N+](=O)[O-])CC1 was read as SENP7 inh 0, UBC13 polyUb -19, 697 NFkB inh -37, HKDC1 inhibitor -10, Jurkat NFkB inh 12, Gli-Sufu antag 16, Apaf1 inhib 9 and SENP8 inh -8.
Screening COc1ccccc1NS(=O)(=O)c1cccc(C(=O)NN=C2CCCC2)c1 returned SENP7 inh -10, UBC13 polyUb 10, 697 NFkB inh 4, HKDC1 inhibitor 2, Jurkat NFkB inh 5, Gli-Sufu antag 19, Apaf1 inhib 1 and SENP8 inh -6.
For O=C(Nc1ccc2c(c1)OCO2)C1CCCN1C(=O)NCc1ccccc1 (configuration not stated) the results were SENP7 inh 1, UBC13 polyUb 2, 697 NFkB inh 0, HKDC1 inhibitor 2, Jurkat NFkB inh -18, Gli-Sufu antag 2, Apaf1 inhib 2 and SENP8 inh 1.
For Cc1ccc(NC(=O)CSc2nnc(CSc3nc(C)cc(C)n3)n2Cc2ccco2)c(C)c1 the results were SENP7 inh 0, UBC13 polyUb 0, 697 NFkB inh 1, HKDC1 inhibitor -1, Jurkat NFkB inh -8, Gli-Sufu antag 8, Apaf1 inhib 11 and SENP8 inh 12.
Screening COc1ccc(Br)cc1S(=O)(=O)Nc1ccc(Cl)cn1 returned SENP7 inh -1, UBC13 polyUb 1, 697 NFkB inh -5, HKDC1 inhibitor -3, Jurkat NFkB inh 4, Gli-Sufu antag 16, Apaf1 inhib -17 and SENP8 inh 5.
For O=C(NC1CCCCC1)c1cc([N+](=O)[O-])[nH]n1 the results were SENP7 inh -4, UBC13 polyUb -2, 697 NFkB inh 16, HKDC1 inhibitor 6, Jurkat NFkB inh 6, Gli-Sufu antag -6, Apaf1 inhib -9 and SENP8 inh -7.
For CCOCCCNS(=O)(=O)c1ccc2c(c1)CCN2C(=O)CC the results were SENP7 inh 1, UBC13 polyUb -4, 697 NFkB inh -2, HKDC1 inhibitor -3, Jurkat NFkB inh 9, Gli-Sufu antag 9, Apaf1 inhib 1 and SENP8 inh 8.
`Fc1ccc(-c2noc(C3CCN(Cc4cccnc4)CC3)n2)cc1` gave SENP7 inh 0, UBC13 polyUb 1, 697 NFkB inh -14, HKDC1 inhibitor 3, Jurkat NFkB inh 13, Gli-Sufu antag -1, Apaf1 inhib -1 and SENP8 inh -1.
Screening N#Cc1ccccc1Cn1c(-c2cscn2)nc2ccccc21 returned SENP7 inh -2, UBC13 polyUb 3, 697 NFkB inh -3, HKDC1 inhibitor -5, Jurkat NFkB inh 13, Gli-Sufu antag 3, Apaf1 inhib 9 and SENP8 inh 1.
For CCCC1C(c2ccccc2)C(C#N)(C#N)C2(C#N)CC1(N)NC2=O (configuration not stated) the results were SENP7 inh -2, UBC13 polyUb -9, 697 NFkB inh -16, HKDC1 inhibitor 2, Jurkat NFkB inh -1, Gli-Sufu antag 4, Apaf1 inhib 20 and SENP8 inh 2.
For CC(Oc1ccc(Cl)cc1Cl)C(=O)NCCN1CCOCC1 (configuration not stated) the results were SENP7 inh 1, UBC13 polyUb 5, 697 NFkB inh 13, HKDC1 inhibitor -14, Jurkat NFkB inh 0, Gli-Sufu antag 2, Apaf1 inhib -9 and SENP8 inh -2.
C/C(CC(=O)Nc1ccccn1)=N\NC(=O)c1ccc([N+](=O)[O-])cc1Cl was read as SENP7 inh -2, UBC13 polyUb -4, 697 NFkB inh 18, HKDC1 inhibitor -7, Jurkat NFkB inh 5, Gli-Sufu antag 12, Apaf1 inhib 3 and SENP8 inh 2.
`COCCn1c(SCc2cccc(F)c2)nc2cc(C(=O)OC)ccc2c1=O` gave SENP7 inh -6, UBC13 polyUb 0, 697 NFkB inh -14, HKDC1 inhibitor 1, Jurkat NFkB inh 2, Gli-Sufu antag 9, Apaf1 inhib 22 and SENP8 inh -9.
`c1ccc(-c2nc(N3CCCCCC3)c3ccccc3n2)nc1` gave SENP7 inh 1, UBC13 polyUb 12, 697 NFkB inh -10, HKDC1 inhibitor 4, Jurkat NFkB inh 8, Gli-Sufu antag 27, Apaf1 inhib -9 and SENP8 inh 4.

Filtered by structure: those above with an aryl thioether with sulfur outside any ring (3)
Screening Cc1ccc(SCC(=O)OC(C)C(=O)NC2(C#N)CCCCC2)cc1 (configuration not stated) returned SENP7 inh -7, UBC13 polyUb -6, 697 NFkB inh -6, HKDC1 inhibitor -4, Jurkat NFkB inh 1, Gli-Sufu antag -3, Apaf1 inhib 3 and SENP8 inh -2.
For Cc1ccc(NC(=O)CSc2nnc(CSc3nc(C)cc(C)n3)n2Cc2ccco2)c(C)c1 the results were SENP7 inh 0, UBC13 polyUb 0, 697 NFkB inh 1, HKDC1 inhibitor -1, Jurkat NFkB inh -8, Gli-Sufu antag 8, Apaf1 inhib 11 and SENP8 inh 12.
`COCCn1c(SCc2cccc(F)c2)nc2cc(C(=O)OC)ccc2c1=O` gave SENP7 inh -6, UBC13 polyUb 0, 697 NFkB inh -14, HKDC1 inhibitor 1, Jurkat NFkB inh 2, Gli-Sufu antag 9, Apaf1 inhib 22 and SENP8 inh -9.

(more compounds)
For O=C(c1ccco1)N1CCN(c2ccc(S(=O)(=O)N3CCCC3)cc2)CC1 the results were SENP7 inh 5, UBC13 polyUb -2, 697 NFkB inh -1, HKDC1 inhibitor -3, Jurkat NFkB inh 0, Gli-Sufu antag -5, Apaf1 inhib -8 and SENP8 inh 4.
For CC(C(=O)NCCc1ccc(Cl)cc1)n1c(=O)c2cccn2c2cccnc21 (configuration not stated) the results were SENP7 inh 5, UBC13 polyUb -5, 697 NFkB inh -8, HKDC1 inhibitor 0, Jurkat NFkB inh -14, Gli-Sufu antag 1, Apaf1 inhib -8 and SENP8 inh 6.
For CCOC(=O)c1cc(-c2ccccc2)sc1NC(=O)CN1C(=O)NC(CC)(c2ccccc2)C1=O (configuration not stated) the results were SENP7 inh -1, UBC13 polyUb 1, 697 NFkB inh 5, HKDC1 inhibitor 1, Jurkat NFkB inh 12, Gli-Sufu antag 7, Apaf1 inhib 28 and SENP8 inh 0.
O=C(CSc1c2c(nc3cc(Cl)ccc13)CCCC2)NCCCN1CCOCC1 was read as SENP7 inh 4, UBC13 polyUb -4, 697 NFkB inh -16, HKDC1 inhibitor -1, Jurkat NFkB inh 4, Gli-Sufu antag 12, Apaf1 inhib 15 and SENP8 inh -2.
`Cn1nnnc1Sc1ncnc2scc(-c3cccc(C(F)(F)F)c3)c12` gave SENP7 inh -2, UBC13 polyUb -2, 697 NFkB inh -68, HKDC1 inhibitor 14, Jurkat NFkB inh 5, Gli-Sufu antag -1, Apaf1 inhib 26 and SENP8 inh 5.
Screening COc1ccc(-c2n[nH]c(=S)n2-c2ccc3c(c2)OCCO3)cc1OC returned SENP7 inh 4, UBC13 polyUb 7, 697 NFkB inh -13, HKDC1 inhibitor -8, Jurkat NFkB inh -13, Gli-Sufu antag -1, Apaf1 inhib -8 and SENP8 inh 2.
`O=C(COC(=O)Cn1cnc2ccccc21)Nc1ccc(F)c(F)c1` gave SENP7 inh 7, UBC13 polyUb -5, 697 NFkB inh -40, HKDC1 inhibitor -5, Jurkat NFkB inh -6, Gli-Sufu antag -4, Apaf1 inhib 1 and SENP8 inh 0.
CCn1cc(C(=O)NNC(=O)c2ccc(Cl)cc2)c(=O)c2ccc(C)nc21 was read as SENP7 inh 1, UBC13 polyUb 7, 697 NFkB inh 5, Jurkat NFkB inh -10, Apaf1 inhib 4 and SENP8 inh 5.
Screening CCCCn1c(N)c(NCC)c(=O)[nH]c1=O returned SENP7 inh 4, UBC13 polyUb 2, 697 NFkB inh 5, HKDC1 inhibitor 20, Jurkat NFkB inh 18, Gli-Sufu antag -2, Apaf1 inhib 1 and SENP8 inh 0.
CCCN(CC(=O)Nc1cc(C)on1)CC(=O)Nc1ccccc1C was read as SENP7 inh -8, UBC13 polyUb -2, 697 NFkB inh 17, HKDC1 inhibitor -6, Jurkat NFkB inh -20, Gli-Sufu antag 3, Apaf1 inhib 5 and SENP8 inh -11.
